MITF inh: inhibitors of human MITF | O75030 | hit rate 0.91% among 650,000 | AlphaScreen MITF homodimerization, bead proximity signal | inhibition, % at 2.6 µM; in the data active = inhibition above about 50%;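 also: 0% = vehicle wells with protein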
FBW7 activator: activators of human E3 ligase FBW7; Q969H0; AlphaScreen FBW7–phospho-cyclin E peptide binding, activator screen; normalized activity (activation), % at 26.1 µM; hit rate 0.13% among 650,000; AID 1259310; in the data active = normalized activity above about 1.9%;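 also: purified mutant Fbw7 with reduced substrate affinity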
Target sequence (Q969H0 whole entry, looked up): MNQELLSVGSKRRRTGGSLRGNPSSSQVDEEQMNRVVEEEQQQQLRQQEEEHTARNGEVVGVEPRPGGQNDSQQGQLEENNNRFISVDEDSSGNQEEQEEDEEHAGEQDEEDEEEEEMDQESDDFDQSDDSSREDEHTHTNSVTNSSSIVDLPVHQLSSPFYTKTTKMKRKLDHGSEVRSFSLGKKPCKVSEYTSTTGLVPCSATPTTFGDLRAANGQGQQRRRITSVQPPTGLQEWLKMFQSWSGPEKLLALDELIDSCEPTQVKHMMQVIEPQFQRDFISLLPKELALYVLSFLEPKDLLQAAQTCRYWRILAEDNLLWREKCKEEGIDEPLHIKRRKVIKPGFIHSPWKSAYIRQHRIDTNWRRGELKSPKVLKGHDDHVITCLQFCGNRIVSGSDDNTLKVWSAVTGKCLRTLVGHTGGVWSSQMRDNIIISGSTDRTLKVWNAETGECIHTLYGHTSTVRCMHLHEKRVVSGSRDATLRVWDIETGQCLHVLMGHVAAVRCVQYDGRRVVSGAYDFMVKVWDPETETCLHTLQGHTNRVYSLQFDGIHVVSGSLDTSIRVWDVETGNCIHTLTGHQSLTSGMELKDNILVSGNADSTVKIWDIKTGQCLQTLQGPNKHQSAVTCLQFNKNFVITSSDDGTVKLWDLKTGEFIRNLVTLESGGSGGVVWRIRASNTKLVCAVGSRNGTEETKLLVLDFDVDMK
GPR151 ag: activators of human GPR151; activation, % at 11.2 µM; hit rate 1% among 650,000; Q8TDV0; PathHunter beta-arrestin GPR151 cells, luminescence; AID 1508602; in the data active = activation above about 4.9%;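 also: 0% = median of compound wells and 100% = cells with positive control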
Target sequence (Q8TDV0 whole entry, looked up): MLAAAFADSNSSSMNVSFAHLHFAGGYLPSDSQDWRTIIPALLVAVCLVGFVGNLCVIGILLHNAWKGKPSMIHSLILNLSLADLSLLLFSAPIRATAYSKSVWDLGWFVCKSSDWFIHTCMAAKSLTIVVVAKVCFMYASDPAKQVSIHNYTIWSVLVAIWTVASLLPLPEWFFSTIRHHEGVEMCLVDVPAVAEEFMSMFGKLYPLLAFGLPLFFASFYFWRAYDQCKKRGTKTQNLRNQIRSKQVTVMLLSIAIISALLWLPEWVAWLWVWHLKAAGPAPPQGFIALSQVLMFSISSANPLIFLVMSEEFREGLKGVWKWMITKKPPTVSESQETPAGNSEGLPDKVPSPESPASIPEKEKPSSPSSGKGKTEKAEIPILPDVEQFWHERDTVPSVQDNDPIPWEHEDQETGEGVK
TEAD-YAP inh: TEAD-YAP interaction inhibition | HEK-TIYL cells, TEAD-Gal4/YAP UAS-luciferase luminescence | inhibition, % at 9.12 µM | hit rate 1.4% among 640,000; in the data active = inhibition above about 32%;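 also: 0% = median of test compound wells and 100% = reference inhibitor wells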
An asterisk follows results filed as active; . = not tested or not shown; & = joins results of further samples.

SMILES	MITF inh	FBW7 activator	GPR151 ag	TEAD-YAP inh
Cc1cccc(-c2nc(C)c(CCNC(=O)C(=O)Nc3ccc([N+](=O)[O-])cc3)s2)c1	-5.3	-0.3	-0.1	3.3
COc1ccc(S(=O)(=O)N(C)CC(=O)Nc2cccc(Br)c2)cc1C	20.4	0.5	-1.1	-2.5
O=C(c1ccccc1F)N1CCN(Cc2ccc3ccccc3c2)CC1	37.7	-0.2	0.0	20.6
CN1CCN(NC(=O)c2cc(Br)ccc2Cl)CC1	19.6	0.4	-0.7	-0.6
CCN(CC)c1nc(Nc2ccc(N3CCOCC3)cc2)nc(Nc2ccc(N3CCOCC3)cc2)n1	12.4	0.0	-1.1	8.1
Cc1cc(C)nc(SCC(=O)Nn2cnnc2)n1	-19.2	0.2	7.1*	2.0
COc1ccc(/C=N/NC(=O)CNc2ccc(F)cc2)cc1OC	12.5	0.2	-0.8	0.4
COC(=O)c1cc2oc(C)cc2n1CC(=O)Cc1ccc(OC)cc1OC	9.6	0.0	-0.1	3.4
CCc1ccccc1NC(=O)C(=O)NCCC(C)C	6.1	0.1	0.3	-6.7
N#Cc1ccc(C(=O)Nc2cccc(-c3nc4ccccc4[nH]3)c2)cc1	9.0	-0.1	-1.1	4.6
CC1CCN(C(=O)Cn2cc(C(=O)C(C)C)c3ccccc32)CC1	4.0	-0.1	0.5	2.8
Cc1ccc(N2CC(NC(=O)c3ccccc3C(F)(F)F)CC2=O)cc1C (stereo not drawn)	-2.3	0.3	0.5	-2.5
Brc1cccc(OCc2nnc3n2CCC3)c1	-1.4	-0.1	-0.7	-18.4
CCc1ccccc1N(C)C(=O)c1nn(-c2ccc(OC)cc2)c(=O)c2ccccc12	0.3	0.3	-1.0	0.6
COc1ccc(C(=S)N2CCCCC2)cc1O	4.8	-0.1	-0.8	-1.8
COc1ccc(OC)c(/C=C2\N=C(c3cccc(C)c3)OC2=O)c1	6.5	0.1	0.6	-6.9
CO[C@@H]1COC(=O)[C@H](C)COC(=O)[C@H](OCc2ccccc2)/C=C/[C@H]1C	-1.6	-0.2	1.0	.
Cc1cc(C)n(-c2ccc(Cl)c(C(=O)OCC(=O)Nc3ccc(F)cc3[N+](=O)[O-])n2)n1	4.6	0.1	1.5	12.2
O=C(NC1CCCCC1)c1cc(S(=O)(=O)N2CCCCC2)c[nH]1	-4.1	-0.1	4.0	-7.9
OCCOCCN1CCN(C2=Nc3ccccc3Sc3ccccc32)CC1	-3.0&-9.6&-6.0	0.0&-0.1&0.0	0.9&-1.8&3.1	4.6&-15.9

Three consecutive entries already listed:
SMILES	MITF inh	FBW7 activator	GPR151 ag	TEAD-YAP inh
Cc1cc(C)n(-c2ccc(Cl)c(C(=O)OCC(=O)Nc3ccc(F)cc3[N+](=O)[O-])n2)n1	4.6	0.1	1.5	12.2
O=C(NC1CCCCC1)c1cc(S(=O)(=O)N2CCCCC2)c[nH]1	-4.1	-0.1	4.0	-7.9
OCCOCCN1CCN(C2=Nc3ccccc3Sc3ccccc32)CC1	-3.0&-9.6&-6.0	0.0&-0.1&0.0	0.9&-1.8&3.1	4.6&-15.9

(further entries)
SMILES	MITF inh	FBW7 activator	GPR151 ag	TEAD-YAP inh
CC(=O)Nc1cccc(NC(=O)c2ccc(Cl)c([N+](=O)[O-])c2)c1	4.4	0.0	1.6	-1.4
COCCn1cc(NC(=O)Nc2ccc(C)c(C)c2)c2ccccc21	19.6	0.3	-1.5	1.7
COc1ccc(CC(=O)Nc2cccc(-c3cn4ccc(C)cc4n3)c2)cc1OC	-4.5	0.2	-1.6	-33.9
Cc1cc(C)c(S(=O)(=O)c2cc(F)ccc2C)c(=O)[nH]1	12.5	0.1	-0.4	-3.3
COc1ccc(Cn2cc3c(-c4ccccc4)nnc-3c3cc(OC)c(OC)cc32)cc1	-9.4	0.1	2.5	-11.1
CCOC(=O)c1sc2nc(SCC(=O)Nc3ccc(N(C)C)cc3)n(Cc3ccco3)c(=O)c2c1C	-0.8	0.0	1.3	5.5
COC(=O)CCC(=O)Nc1ccccc1C(=O)OC	-6.1	-0.2	0.5	-13.8
COCCCn1c(=O)/c(=C\c2ccccc2OC(F)F)s/c1=C(/C#N)C(N)=O	-8.7	0.0	0.7	1.5
O=C(O)c1cccc(NC(=O)c2cccc(S(=O)(=O)N3CCCCC3)c2)c1	0.3	0.0	-4.6	-21.5
CC1=CC2=NC(=O)/C(=C\c3ccc(-c4cccc(C(=O)O)c4)o3)C(=N)N2O1	5.2	-0.2	1.8	-11.0
COCCCN(C(=O)c1cc2ccccc2o1)C1(C(=O)Nc2ccccc2)CCCC1	6.3	0.0	0.1	15.2
COc1cccc(S(=O)(=O)Nc2ccc(F)cc2)c1	9.1	0.5	0.1	6.8
Cc1c(Cl)cccc1NCC(=O)NN=C1CCCC1	26.4	0.7	-1.6	-2.4
COc1cccc(C(c2c(NC(=O)c3ccco3)sc(C)c2C)N2CCOCC2)c1 (stereo not drawn)	3.3	0.1	0.0	7.7
O=C(O)C1C2CCC(C2)C1C(=O)Nc1cccc([N+](=O)[O-])c1 (stereo not drawn)	18.3	0.0	-2.1	-1.5
COc1nc(N2CCOCC2)nc(-n2nnc(C(C)=O)c2C)n1	-3.1	-0.1	0.3	-1.6
O=C(NC(C(=O)OCc1cnc(-c2ccccc2)o1)c1ccccc1)c1ccccc1 (stereo not drawn)	-10.9	0.0	-1.0	2.3
CN(Cc1ccccc1)C(=O)CCc1nc2cccnc2n1-c1ccccc1	5.9	-0.1	1.1	9.0
COc1ccc([N+](=O)[O-])cc1NC(=O)Cc1c(C(=O)O)n(C)c2ccccc12	17.0	0.3	0.0	-0.5
O=C(NCc1ccccc1)C1CCN(C(=O)Nc2ccc(Cl)cc2)CC1	18.9	0.0	1.2	-2.6

In a second layout: results already given
mol: COCCCn1c(=O)/c(=C\c2ccccc2OC(F)F)s/c1=C(/C#N)C(N)=O
  MITF inh: -8.7
  FBW7 activator: 0.0
  GPR151 ag: 0.7
  TEAD-YAP inh: 1.5
mol: O=C(O)c1cccc(NC(=O)c2cccc(S(=O)(=O)N3CCCCC3)c2)c1
  MITF inh: 0.3
  FBW7 activator: 0.0
  GPR151 ag: -4.6
  TEAD-YAP inh: -21.5

Later entries:
SMILES	MITF inh	FBW7 activator	GPR151 ag	TEAD-YAP inh
CCOC(=O)NCC1(C)CC(NC(=O)OCC)CC(C)(C)C1 (stereo not drawn)	12.1	0.3	0.8	4.8
CN1CCN(C(=O)CN(C)c2nnc(N3CCCC3=O)s2)CC1	0.3	0.0	-0.1	-5.1
Cc1ccccc1Nc1n[nH]c(=S)s1	-6.8	0.1	-1.0	-11.6
Cc1ccc(C)c(Nc2nc(-c3ccc(Cl)cc3)c(-c3ccccc3)s2)c1	-7.9	0.2	1.0	-1.4
COc1ccc(NC(=S)N(CCN2CCCCC2)Cc2ccco2)cc1	-2.5	0.0	-0.6	3.2
CC(C)N(C(=O)COC(=O)CNC(=O)c1ccccc1F)C(C)C	2.1	-0.3	-1.8	5.8
Cc1c(NC(=O)COC(=O)c2cccs2)c(=O)n(-c2ccccc2)n1C	15.0	0.0	2.8	-11.9
Cc1ccc2[nH]cc(CCCN3C(=O)c4ccccc4C3=O)c2c1	11.5	-0.3	0.2	-5.5
c1cnc(N2CCN(Cc3ccc4c(c3)OCO4)CC2)nc1	-0.5&-4.4&25.0&-2.7&8.4	0.0&0.5&0.2&0.0&0.6	0.1&2.6&-1.2&0.4&0.1	-5.5&1.8&6.5
Cc1nc2cc(-c3cccc(Cl)c3)nn2c(NCCO)c1C	11.5	0.1	-0.7	-22.7
CCOc1nc2ccccc2cc1C=O	13.7	0.0	-0.6	6.4
O=C(NCCc1c[nH]c2ccccc12)c1ccc(Cn2c(=O)[nH]c3ccccc3c2=O)cc1	-9.6	0.0	-1.0	7.3
Cc1ccc2oc(-c3ccccc3Cl)c(O)c(=O)c2c1	14.4	-0.1	-0.4	-11.7
CCCCN1C(=O)C2C(C(=O)Nc3ccc(F)c(Cl)c3)C3C=CC2(O3)C1C(=O)NC1CCCC(C)C1C (stereo not drawn)	2.6	-0.1	2.2	-2.5
CC1CCN(c2nc3c(c(=O)[nH]2)CCN(CC2=Cc4ccccc4OC2)C3)CC1	-3.3	-0.1	-0.1	-2.3
COc1ccc(/C=N/N=C(\N)c2nonc2N)cc1OC	29.7	0.3	-2.1	-59.9
COc1ccccc1OCc1nnc(SCC(=O)N2CCCC(C)C2)n1C (stereo not drawn)	2.9	0.0	-0.2	-2.5
O=c1cc(CN2CCN(c3ccccc3)CC2)occ1OCc1ccc(F)cc1	7.8	0.1	3.7	0.8
CCC(C)NC(=O)c1sc2ncn(CC(=O)N3CCCCC3)c(=O)c2c1C (stereo not drawn)	5.9	-0.2	-0.2	4.2
Cc1ccc2nc(N3CCC(NCCc4cccs4)CC3)nc(C)c2c1	-17.5	0.3	-1.5	-1.5
CC1CC(C)CN(C(=O)CSc2nc3ccccc3c(=O)n2C2CC2)C1 (stereo not drawn)	2.5	-0.1	0.1	-8.0
O=C(Cc1cn(-c2ccc(N3CCN(Cc4ccc5c(c4)OCO5)CC3)nn2)c2ccccc12)NC1CCN(Cc2ccccc2)CC1	9.9	-0.4	-0.1	9.6
N/C(=N\OC(=O)c1ccc(I)cc1)c1ccc(Br)cc1	-9.6	-0.1	0.8	-4.4
COc1cc2c(cc1OC)C(C(=O)O)C(c1ccc(C)o1)N(C)C2=O (stereo not drawn)	15.6	0.3	-0.6	6.5
CCOC(=O)CNC(=S)Nc1ccccc1	-15.2	0.0	0.2	-1.6
COc1cccc(NC(=O)Nc2nc(SC)ns2)c1	2.4	0.1	-6.4	-60.7
CS(=O)(=O)N(CC(=O)NCc1ccco1)c1ccc(F)cc1	5.0	-0.2	3.0	-4.3
O=C(O)CCc1oc2cc(O)ccc2c(=O)c1-c1nc2ccccc2[nH]1	23.2	0.2	-5.2	3.0
Nc1nnnn1NC(=O)c1ccco1	2.1	-0.1	1.2	2.7
Cc1ccc(NC(=O)c2cc(-c3ccc(Br)cc3)nc3ccccc23)cc1	-0.7	0.2	1.7	-2.6
Cc1cc(OCC(=O)Nc2ccc3oc(-c4cccnc4)nc3c2)cc(C)c1Cl	-5.2	-0.1	-0.5	-12.5
CCn1c2cc(C)oc2c2cnn(C(C)C(=O)N3CCC(O)(c4ccncc4)CC3)c(=O)c21 (stereo not drawn)	1.1	-0.1	-0.2	-10.4
O=c1cc(Cc2nnc(SCc3cccnc3)n2-c2ccc(F)cc2)[nH]c(=O)[nH]1	8.0	0.0	0.2	-0.6
Cc1ccc(Oc2coc3cc(OCC(=O)OC(C)C)ccc3c2=O)cc1	3.2	0.5	-2.0	16.6
CCOC(=O)C1=C(O)/C(=C/c2ccc(OC)cc2)SC1=Nc1cccc(Cl)c1	-2.0	-0.1	-0.8	7.8
COc1ccccc1CCC(=O)Nc1ccc2c(c1)CN(Cc1cnc(N)nc1)CC2	-0.8	-0.1	-1.0	-10.2
O=S(=O)(c1ccc(-n2cccn2)cc1)N1CCOCC1	-2.6	-0.1	-1.5	-11.8
Cc1c(C(=O)Nc2cnc3ccccc3c2)sc2ncn(CC(=O)N3CCC(C)CC3)c(=O)c12	9.0	-0.3	1.2	-10.4
Cc1cc(N2CCCC2)nc2ccc(NC(=S)N3CCOCC3)cc12	-3.6	0.0	0.9	-2.6
O=C(Nc1ccccc1)NC1(C(=O)Nc2cccc(F)c2)CCCCC1	-11.6	0.0	0.4	-3.0
Cc1ccc(C2(C)NC(=O)N(CC(=O)NCC(C)C)C2=O)cc1 (stereo not drawn)	-0.8	0.3	-0.1	-5.9
CCOC(=O)c1c(C)n(C)c2ccc(OC)c(S(=O)(=O)c3ccc(OC)cc3)c12	-6.1	-0.2	-0.4	-3.1
CCOC(=O)c1sc2nc(CC(=O)OC)nc(NCC(OCC)OCC)c2c1C	9.6	-0.2	-0.7	13.3
Cc1ccc(NC(=O)CN2C(=O)C(C)(C)Oc3ccc(C(=O)NC(C)C)cc32)cc1Cl	-1.5	0.0	0.7	11.2
C/C(=N\NC(=O)c1ccn(C)n1)c1ccco1	5.5	0.0	0.0	-11.6
Cc1csc2ncc(C(=O)NCCCO)c(=O)n12	-5.8	-0.2	-1.4	10.9
Cc1cc(C)c(C#N)c(SCc2ccccc2C#N)n1	7.4	0.2	-0.1	-5.9
COc1ccc(NC(=O)c2nn3c(c2Br)NC(c2ccc(Br)o2)CC3C(F)(F)F)cc1OC (stereo not drawn)	6.5	-0.1	-0.2	-5.0
CCOc1ccc(Br)cc1S(N)(=O)=O	-8.0	0.1	0.3	-5.8
CCC1CCCCN1CCCNC(=O)c1nn(-c2cc(OC)cc(OC)c2)c(=O)c2ccccc12 (stereo not drawn)	9.6	-0.1	0.2	4.5
C/C(=C/C(=O)c1ccc(Cl)cc1)Nc1cccc(O)c1	12.0	0.1	5.8*	-9.1
COc1ccc(N(C(=O)c2ccc(C(C)(C)C)cc2)C2C=CS(=O)(=O)C2)cc1 (stereo not drawn)	0.5	0.8	-0.8	0.6
Nc1c(/C=C2\C=C(Br)C=CC2=O)c(=O)nc2sc(C3CCCCC3)nn12	-11.1	0.1	-0.8	-1.2
CCc1ccc(N(C)S(=O)(=O)c2ccc3[nH]cc(C(=O)NCCCN4CCOCC4)c(=O)c3c2)cc1	2.0	-0.2	-0.3	5.7
Cc1ccc(N2CC(O)=C(c3nc4ccccc4[nH]3)C2=N)cc1O	14.5	-0.1	1.6	-34.3

Reformatted as labelled records: 3 of the compounds above.
CC1CCN(c2nc3c(c(=O)[nH]2)CCN(CC2=Cc4ccccc4OC2)C3)CC1
  MITF inh = -3.3	FBW7 activator = -0.1	GPR151 ag = -0.1	TEAD-YAP inh = -2.3
COc1ccc(/C=N/N=C(\N)c2nonc2N)cc1OC
  MITF inh = 29.7	FBW7 activator = 0.3	GPR151 ag = -2.1	TEAD-YAP inh = -59.9
COc1ccccc1OCc1nnc(SCC(=O)N2CCCC(C)C2)n1C (stereo not drawn)
  MITF inh = 2.9	FBW7 activator = 0.0	GPR151 ag = -0.2	TEAD-YAP inh = -2.5
